MC4R antagonist: blocks human MC4R cAMP signaling; P32245; MC4R-expressing cells, MTII-stimulated cAMP, LANCE TR-FRET; inhibition, % at 6.5 µM; 0.48% of 360,000 active; AID 540295;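 active = inhibition above its plate's cutoff, the mean of tested wells on that plate plus 3 SD, cut at about 29% in these data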;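 also: 0% = Melanotan II alone and 100% = Melanotan II plus saturating MCL0020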
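System – human MC4R-expressing U2OS cells · Also added – Melanotan II · Dosing – one concentration, 6.5 µM nominal · Timing – 30-min compound, 1-h challenge, 1-h detection, room temperature · Measured by – Eu-cAMP/anti-cAMP TR-FRET, emission 671 nm · Replicates – singlicate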
ABCB6 inh MLPCN: human ABCB6 transporter inhibition | Q9NP58 | K562-ABCB6 porphyrin accumulation, flow cytometry, 1 h; active compounds read low | fluorescence ratio to DMSO, % at 10 µM | 0.19% of 360,000 active;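 active = fluorescence ratio to DMSO below 75%, the collection mean minus 3 SD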;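 also: signal is porphyrin accumulated inside mitochondria; 100% equals median channel fluorescence of DMSO control wells; lower ratio means ABCB6 inhibition with less porphyrin fluorescence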
Target sequence (Q9NP58 whole entry, looked up): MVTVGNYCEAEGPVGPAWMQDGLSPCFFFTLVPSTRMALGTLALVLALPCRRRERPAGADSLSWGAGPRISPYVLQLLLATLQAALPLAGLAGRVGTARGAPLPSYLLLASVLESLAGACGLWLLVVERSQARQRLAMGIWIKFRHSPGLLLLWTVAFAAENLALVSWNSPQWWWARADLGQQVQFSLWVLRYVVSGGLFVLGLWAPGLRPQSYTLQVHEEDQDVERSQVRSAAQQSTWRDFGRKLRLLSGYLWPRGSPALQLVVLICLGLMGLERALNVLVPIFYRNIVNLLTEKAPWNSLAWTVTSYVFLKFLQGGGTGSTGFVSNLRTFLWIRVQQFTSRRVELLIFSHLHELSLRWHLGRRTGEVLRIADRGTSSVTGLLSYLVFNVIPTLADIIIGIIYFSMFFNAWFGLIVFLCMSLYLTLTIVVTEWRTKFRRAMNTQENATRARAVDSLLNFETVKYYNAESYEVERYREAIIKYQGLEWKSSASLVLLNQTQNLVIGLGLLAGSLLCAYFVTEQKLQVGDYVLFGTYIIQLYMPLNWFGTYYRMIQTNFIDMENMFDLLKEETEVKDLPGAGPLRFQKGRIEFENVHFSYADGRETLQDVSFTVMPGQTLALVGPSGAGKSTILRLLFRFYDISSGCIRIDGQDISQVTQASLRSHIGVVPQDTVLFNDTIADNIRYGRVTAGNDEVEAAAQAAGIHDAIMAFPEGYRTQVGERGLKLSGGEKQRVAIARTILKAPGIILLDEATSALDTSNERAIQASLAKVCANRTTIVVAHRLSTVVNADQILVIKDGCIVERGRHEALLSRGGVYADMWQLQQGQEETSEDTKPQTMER
ABHD5-PLIN5 inh: ABHD5-PLIN5 protein interaction inhibition. Q00G26+Q8WTS1. Split G. princeps luciferase complementation, luminescence, 4 h. inhibition, % at 4 µM. 0.78% of 360,000 active;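 active = inhibition above the mean inhibition across every tested compound plus 3 SD, cut at about 22% in these data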;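 also: 0% = DMSO only wells and the 100% control is not disclosed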
Granule exo inh: lytic granule exocytosis inhibition; TALL-104 LAMP-1 surface exposure, flow cytometry; cells stimulated with thapsigargin and PMA; inhibition, % at 10 µM; 0.66% of 360,000 active;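 active = inhibition above about 55%, limit read from the data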
Cardio protect: modulators protecting cardiomyocytes from myocardial damage; H9c2 cardiomyocytes, H2O2 injury protection, ATPLite, 2 h; protection from H2O2 cell death, % at 20 µM; 0.63% of 360,000 active; AID 588492;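 active = compounds giving at least 50% protection of heart cells from peroxide-induced death in the single-dose screen, raw or plate-pattern-corrected value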;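 also: 0% = DMSO wells with peroxide and 100% = DMSO wells without peroxide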
aDG glyco act: increases alpha dystroglycan glycosylation | Pro5-aDG cells, alpha-DG glycosylation AlphaScreen (IIH6); 0% Pro5, 100% B10-LARGE cell signal | AID 624168 | activation, % at 10 µM | 0.22% of 360,000 active;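 active = activation of at least 8% versus controls, or a plate z-score of at least 8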;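 also: Pro5 are CHO cells carrying HIG-tagged alpha-DG that lacks glycosylation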
N-glyco inh: blocks N-linked glycosylation in D54 reporter cells. D54 ERlucT glycosylation luciferase reporter, 24 h; percent of 100 nM tunicamycin response. reporter increase, % at 12.5 µM. 0.23% of 360,000 active;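 active = mean luciferase reporter signal, scaled so untreated is 0 and the glycosylation-blocking control 100, at or above a set limit in every replicate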;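 also: luciferase carries N-glycosylation sites so blocking glycosylation raises the light; 0% = median of neutral control wells and 100% = median of 100 nM tunicamycin wells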
HTR2A ag: activates the mouse 5-HT2A serotonin receptor. P35363. CHO-K1 mHTR2A beta-arrestin complementation, luminescence; percent of 30 µM serotonin response. activation, % at 7.6 µM. 0.66% of 360,000 active. AID 624169;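 active = activation above a run cutoff, the mean activation of all tested compounds plus 3 SD, cut at about 14% in these data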;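 also: 0% = plate median of compound wells and 100% = 30 µM serotonin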
iPSC survival up: increases survival of single human iPS cells; hiPSC single-cell survival, ATPlite luminescence; 100% = ROCK inhibitor wells, 0% = DMSO; survival enhancement, % at 20 µM; 0.044% of 360,000 active; in the data active = survival enhancement above about 18%;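 also: cells exposed to compounds for 16 hours before the ATP read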
MC4R ag barr: activates human MC4R beta-arrestin recruitment; U2OS MC4R beta-arrestin complementation, luminescence; percent of melanotan II response, DMSO zero; activation, % at 8.9 µM; 0.98% of 360,000 active;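 active = activation above a per-plate cutoff, the mean activation of sample wells on that plate plus 3 SD, cut at about 8% in these data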
Starred values were filed as active, the others as inactive; . = not tested or not shown.

SMILES	MC4R antagonist	ABCB6 inh MLPCN	ABHD5-PLIN5 inh	Granule exo inh	Cardio protect	aDG glyco act	N-glyco inh	HTR2A ag	iPSC survival up	MC4R ag barr
COc1ccc(CC(=O)N2CCN(c3ccccn3)CC2)cc1	-2	94	0	2	1	-0.2	0	1	0.2	-1.3
NS(=O)(=O)c1ccc2nc(NC(=O)C3CCCO3)sc2c1 (stereo not drawn)	11	101	4	-4	10	-0.3	2	-3	1.7	0.9
CCOC(=O)[C@H]1[C@H]2COc3ccc(Cl)cc3[C@@H]2N2C(=O)[C@@H](C)NC(=O)[C@@]12C	10	100	-1	-3	1	-0.1	1	2	-0.2	-2.7
Cc1ccc(NC(=O)COC(=O)c2cc(=O)c3cc(F)ccc3o2)cc1	2	101	17	0	7	0.2	2	2	0.2	-1.6
CN(c1ccccc1)c1ccc(/C=C(\CCC(=O)O)c2nc3ccccc3s2)cc1[N+](=O)[O-]	13	108	1	0	0	-0.2	2	7	-0.7	-1.1
CCOC(=O)CC1C(=O)NCCN1C(=O)c1c(Cl)cccc1Cl (stereo not drawn)	8	97	-4	-8	9	-0.1	0	-4	-0.4	-2.1
CCOCc1cnc(C)nc1NCC(=O)c1c(C)n(C)c2ccc(OC)cc12	1	97	1	2	12	0.1	0	0	-0.5	-1.8
CC(=O)N1CCN(C(=O)COC(=O)CNC(=O)c2ccc(C)cc2)CC1	-3	95	-4	-5	5	0.3	1	1	0.5	-1.6
Cn1c(=O)[nH]c(=O)c2c1nc(OC(=O)c1ccccc1)n2CC(O)COc1ccccc1 (stereo not drawn)	8	91	0	1	6	-0.1	0	1	0.1	-0.8
O=c1[nH]c2ccccc2cc1CN(Cc1cccnc1)S(=O)(=O)c1ccc(Cl)cc1	2	95	4	-2	14	-0.3	-1	0	-0.6	-1.4
CCCCCCCC(=O)Nc1cc(C(=O)NCCC)ccc1N1CCC2(CC1)CC(c1cccc(Br)c1)=NO2	7	96	8	-3	-8	2.2	-5	-2	0.1	1.4
Cc1cc(C(=O)N/N=C/c2cc(Br)ccc2OC(=O)c2ccccc2)n[nH]1	-1	100	-9	7	56*	0.8	-6	12	1.2	17*
COc1ccc(-n2nnnc2-c2cccnc2)cc1	-6	90	6	-2	-8	-0.3	2	8	1.1	2.0
CCc1nc(CN2CCN(Cc3ccc(F)c(F)c3)C(CCO)C2)c(C)[nH]1 (stereo not drawn)	2	102	-1	6	-4	0.7	1	-2	4.0	-2.4
CCOc1ccc(CSC2=NCCN2)cc1[N+](=O)[O-]	-3	110	6	-4	4	-0.5	0	2	6.7	-1.1
COc1ccc2[nH]c(=O)c(CN(C(=O)NC3CCCCC3)C3CCCC3)cc2c1	2	97	-6	-1	5	0.4	-4	5	1.6	2.1
COC(=O)C1=NN(C(C)=O)C2(CC(=O)N(c3cccc(C)c3)C2=O)C1 (stereo not drawn)	-2	104	1	0	0	-0.2	2	1	-0.5	-1.5
CN(C)C(=S)SCC(=O)Nc1ccc(Cl)cc1Cl	14	84	-1	-7	0	-0.1	-5	-1	-1.2	-0.8
CSc1ccc(Cl)c(C(=O)NCCOc2cc(C(C)C)ccc2C)c1	-2	94	-17	2	-10	0.4	-1	-6	-0.3	-2.7
CC(C)Oc1cc(N)c(Cl)cc1Cl	-1	97	4	-1	-6	0.0	0	4	-0.3	-2.2
C=CCn1c(C)cc(C(=O)Cn2c(C(C)O)nc3ccccc32)c1C (stereo not drawn)	3	101	8	1	-17	1.4	-1	1	-0.4	4.4
Cc1nonc1-c1csc(N)n1	5	103	2	2	0	0.3	3	0	-0.4	-0.1
CCN(CC)C(C(=O)NC1CCCCC1)c1ccc(C)cc1 (stereo not drawn)	18	101	-1	-2	0	0.1	1	3	-0.3	1.2
CNC(=O)c1ccc(NC(=O)c2ccccc2OCc2c(C)noc2C)cc1	2	99	-3	0	9	0.3	5	-8	-0.8	0.4
COc1cccc(CNc2nc(NC(C)C)nc3ccsc23)c1	2	98	1	7	-12	1.5	7	-8	1.0	0.6

Single records, as listed above.
NS(=O)(=O)c1ccc2nc(NC(=O)C3CCCO3)sc2c1 (stereo not drawn) as listed: MC4R antagonist: 11; ABCB6 inh MLPCN: 101; ABHD5-PLIN5 inh: 4; Granule exo inh: -4; Cardio protect: 10; aDG glyco act: -0.3; N-glyco inh: 2; HTR2A ag: -3; iPSC survival up: 1.7; MC4R ag barr: 0.9
COc1ccc(-n2nnnc2-c2cccnc2)cc1 as listed: MC4R antagonist: -6; ABCB6 inh MLPCN: 90; ABHD5-PLIN5 inh: 6; Granule exo inh: -2; Cardio protect: -8; aDG glyco act: -0.3; N-glyco inh: 2; HTR2A ag: 8; iPSC survival up: 1.1; MC4R ag barr: 2.0

(more compounds)
SMILES	MC4R antagonist	ABCB6 inh MLPCN	ABHD5-PLIN5 inh	Granule exo inh	Cardio protect	aDG glyco act	N-glyco inh	HTR2A ag	iPSC survival up	MC4R ag barr
CC(=O)Nc1ccc(Oc2nc(C(F)(F)F)nc3ccccc23)cc1	1	92	2	-15	4	-0.1	-3	6	-0.8	-1.0
Cc1ccc(C2C=CC(C#N)=CN2Cc2ccccc2)cc1 (stereo not drawn)	.	101	-3	-9	-4	0.1	-2	-11	-0.1	.
CCOC(=O)NC(NC(=O)OCC)C(=O)c1ccc(F)cc1	0	98	2	-1	3	-0.2	0	5	4.3	-0.1
O=C(Nc1cccnc1Cl)c1ccc(=O)oc1	10	96	1	10	0	0.1	2	-6	0.5	-1.6
O=C(CCc1nnc(-c2ccsc2)o1)N1CCCCC1CCn1ccnc1 (stereo not drawn)	1	94	2	7	8	0.0	3	2	-0.5	-1.3
COc1cccc(CNC(=O)[C@@H]2CCCN2C(=O)[C@H]2CCCCN2C(=O)c2ccc(Cl)cc2)c1	.	97	0	-1	.	0.5	.	3	0.7	.
CCSc1nc(N)c(C#N)c(-c2ccccc2Cl)c1C#N	-4	88	1	7	-6	0.3	-3	-3	-0.6	0.5
O=C(c1ccncc1)N1CCN(S(=O)(=O)c2ccc(OC(F)(F)F)cc2)CC1	8	101	8	-2	2	0.0	-2	3	-0.3	-1.9
N#CC(CO)(Cc1ccc(OC(F)F)cc1)c1nc2ccccc2[nH]1 (stereo not drawn)	5	95	-11	-2	-4	0.0	3	-3	-1.3	-1.0
CCOc1ccccc1CNc1nc2ccccc2n1C	14	98	2	-2	1	0.0	2	-6	-0.5	3.8
CCCn1c(=S)[nH]c2cc(C(=O)N3CCN(c4ccccc4OC)CC3)ccc2c1=O	11	95	-9	-1	12	0.6	-2	0	1.1	-1.5
CCn1nc(C(=O)N2CCc3ccccc3C2)c2ccccc2c1=O	2	98	-13	5	10	0.2	2	-1	0.3	-2.7
CS/C(=N\S(=O)(=O)c1cccs1)Nc1ccc(F)c(Cl)c1	1	102	11	-3	-1	0.1	2	-6	-0.1	2.1
CCOC(=O)/C=C(\C)Sc1cc(=O)oc2ccccc12	-10	92	0	-1	11	0.4	25*	-6	-1.5	0.6
Nc1ccccc1C(=O)N1CCC(O)(c2ccc(Cl)cc2)CC1	4	102	-1	20	-1	0.0	0	-1	0.2	-0.4
COc1ccc(C(C)NC(=O)C23CC4CC(CC(C4)C2)C3)cc1OC (stereo not drawn)	2	101	-2	-3	-1	0.1	0	-3	0.3	-1.4
CCOc1cc(-c2noc(N)c2C(=O)OC)cc(OCC)c1OCC	15	96	-8	-5	-3	0.0	-2	4	1.6	-1.6
Cn1c(SCc2ccccc2)nc2c1c(=O)[nH]c(=O)n2C	6	99	-2	2	7	-0.2	0	-14	0.6	-0.1
CN(C)c1ccc(NC(=O)CCCc2ccccc2)cc1	1	92	-6	-1	-5	0.1	-9	-3	-3.7	1.3
Cc1cccn2c(=O)nc(SCC(=O)NCCc3ccccc3)nc12	8	96	6	1	12	-0.3	0	8	1.1	-1.9
CCc1c(C)sc(NC(=O)Cn2nc(C)c([N+](=O)[O-])c2C)c1C(N)=O	15	99	-8	-1	5	-0.3	4	6	5.9	-0.8
CCNC(=S)NNC(=O)Cn1c(=O)c2c(ncn2CCOC)n(Cc2ccccc2)c1=O	21	98	-4	-15	-3	0.1	-1	9	0.1	1.5
O=C(NN=C1CCN(Cc2ccccc2)CC1)c1ccccc1O	4	100	-1	2	10	-0.5	-1	0	-0.2	-2.2
O=C(CSc1nnc(Cn2nnc(-c3ccccc3)n2)n1-c1ccccc1)Nc1ccc(F)cc1	6	94	-7	2	1	0.1	-3	-2	-0.9	5.0
Cc1ccc(S(=O)(=O)Nc2ccc(Nc3nccn4c(-c5ccccc5Oc5ccccc5)cnc34)cc2)cc1	-3	102	5	-7	-9	0.7	-3	2	1.7	-0.7
SMILES	MC4R antagonist	ABCB6 inh MLPCN	ABHD5-PLIN5 inh	Granule exo inh	Cardio protect	aDG glyco act	N-glyco inh	HTR2A ag	iPSC survival up	MC4R ag barr
COc1ccccc1C(=O)NC(=O)COC(=O)Cn1[nH]c(=O)c2ccccc2c1=O	-8	97	2	8	84*	0.0	1	2	-0.4	-3.3
Cc1nc(NC(=O)C(Cl)Cl)sc1C(=O)N(C)C	20	103	-1	9	5	-0.1	2	8	-1.0	-1.2
O=C(c1ccccc1)N1CCN(c2n[nH]c(=O)[nH]c2=O)CC1	3	100	-1	-2	-1	-0.1	3	0	3.3	-2.8
COc1ccc(CCNC(=O)C2CC(=O)N(C3CCCCCCC3)C2)cc1OC (stereo not drawn)	1	98	-1	4	-3	-0.1	1	-1	3.3	-2.0
COCCn1c(SCc2nc(N)nc(Nc3ccccc3C)n2)nc2ccccc2c1=O	0	98	2	-3	16	0.0	10	2	1.2	-1.4
CCN(CC)C(=O)CSc1nnc(-c2cccs2)n1Cc1ccco1	4	96	10	-1	-3	0.3	-1	2	1.3	-2.2
COc1c(C)cc(C(=O)C2CCCN(C(=O)c3ccc4cc[nH]c4c3)C2)cc1C (stereo not drawn)	18	92	-5	0	-8	0.1	1	0	-0.1	0.6
CCOC(=O)c1c(-c2ccccc2)oc2ccc(OCC)cc12	0	99	-8	-1	-11	0.4	-1	-4	1.3	1.9
Cc1ccnc(N/N=C/c2ccco2)n1	1	103	-5	1	-3	-0.1	0	-5	1.6	-1.2
Cc1ccc(C(=O)Nc2cnc3sc(C)nn3c2=O)cc1	2	116	-3	4	-3	-0.4	0	-7	3.4	-2.0
CC(C)(C)C(=O)Nc1ccccc1C(=O)NCCC(=O)Nc1ccccc1	5	105	-2	-3	-4	0.3	1	1	0.3	-0.6
Cc1cc(C)c2cc(CN(CCO)Cc3nnnn3Cc3ccc(F)cc3)c(=O)[nH]c2c1	-2	122	-11	2	18	-0.4	3	1	15	-2.0
O=C(NCc1ccccc1)c1onc(CSc2ccc(Cl)cc2)c1C(=O)NCc1ccccc1	11	99	1	-2	-11	0.1	-3	-5	1.7	-1.9
CN(C(=O)COc1cc(=O)n(C)c2ccccc12)c1ccc(Cl)cc1	1	103	-2	1	17	-0.2	1	-3	0.8	-1.7
CC(=O)C1=C(C)NC(SCC(=O)c2ccc(Cl)cc2)=C(C#N)C1c1ccco1 (stereo not drawn)	5	102	10	4	8	0.6	-5	3	0.7	3.4
CN(C)c1ccc(-n2cccc2/C=C/[N+](=O)[O-])cc1	39*	105	52*	-1	-1	-0.2	64*	-7	3.8	2.5
CCc1noc(C)c1C(=O)N1CCSC1=Nc1cccc(Cl)c1C	8	93	0	0	-4	0.3	-3	2	-0.1	-1.9

Rows are unselected; overall some 4.5% were active at least once.
